Luc counter: counter-screen: inhibitors of Kinase-Glo firefly luciferase; 200,000 tested, 0.28% active; Potency, µM (series often up to 38.3 µM), inactives show top-dose activity change, negative = inhibition, actives largely listed as inhibitors; AID 1379; Kinase-Glo luciferase, ATP luminescence, 8 min; also: % is scaled to controls: 0 for no effect and ±100 for the full control effect; nearly all actives have a fitted effect of over 60% in size
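Compounds were added to a substrate mix at pH 7.2 (50 mM imidazole, 10 uM ATP, within the enzyme's linear range), followed by Kinase-Glo detection reagent; luminescence was measured after 8 minutes at ambient temperature.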
RGS12 GoLoco inh: blocks human Gai1 binding to RGS12 GoLoco peptide, red readout | P63096 | Gai1:RGS12 GoLoco peptide FP, rhodamine, 10 min | Potency, µM (series often up to 61.6 µM), for the others: at the top dose activity, negative = inhibition, actives largely listed as inhibitors | 230,000 tested, 0.44% active; active = well fitted inhibition curve with a large enough effect, not every such curve was filed as active; inactive = no such curve, though single readings can be large or run the other way; also: % is scaled to controls: 0 for no effect and ±100 for the full control effect; nearly all actives have a fitted effect of over 30% in size; many of its hits are not listed in these tables
JMJD2E inh: JMJD2E (human) inhibition; JMJD2E catalytic domain, FDH-coupled NADH fluorescence (FDH is formaldehyde dehydrogenase); Potency, µM (doses to about 57.1 µM), for inactives: at the top dose activity change, negative = inhibition, usual class: inhibitors; 230,000 tested, 1.6% active; AID 2147; active = well fitted inhibition curve with a large enough effect, not every such curve was filed as active; inconclusive = small, poorly fitted or top-dose-only effect, or another doubt; inactive = no such curve, though single readings can be large or run the other way;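 also: 0% = wells with enzyme and -100% = buffer wells without enzyme; nearly all actives have a fitted effect of over 50% in size; many of its hits are not listed in these tables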
Target sequence (B2RXH2 1-337 limits assumed): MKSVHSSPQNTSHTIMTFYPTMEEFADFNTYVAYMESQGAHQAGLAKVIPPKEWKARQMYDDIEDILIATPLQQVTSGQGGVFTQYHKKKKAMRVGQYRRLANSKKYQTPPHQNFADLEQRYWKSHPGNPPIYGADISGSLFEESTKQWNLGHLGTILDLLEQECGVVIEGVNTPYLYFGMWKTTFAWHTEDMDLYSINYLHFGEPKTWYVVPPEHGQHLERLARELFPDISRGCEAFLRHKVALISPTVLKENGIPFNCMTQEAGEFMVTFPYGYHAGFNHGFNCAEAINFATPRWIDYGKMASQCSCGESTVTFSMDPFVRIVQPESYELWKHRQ
Epigenetic derep: epigenetic control regulation, reporter derepression; murine LDR cells, GFP reporter derepression, 30 h; Potency, µM (doses to about 53.9 µM), for the others: at the highest dose GFP activation, most hits filed as activators; 280,000 tested, 0.2% active; also: % of control where 0% means no effect; nearly all actives have a fitted effect of over 60% in size
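Derepression of a silenced CMV-GFP reporter in murine LDR cells is scored by enumerating GFP-positive cells with a laser-scanning microplate cytometer after 30 hours of treatment at 37 C.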
NPSR antag: blocks cAMP signaling of the human neuropeptide S receptor; CHO-NPSR cells, cAMP TR-FRET, antagonist mode; Potency, µM (series often up to 38.3 µM), for inactives: top-dose activity change, negative = inhibition, hits mostly inhibitors; 220,000 tested, 1% active; AID 1461; also: % is scaled to controls: 0 for no effect and ±100 for the full control effect; nearly all actives have a fitted effect of over 50% in size; many of its hits are not listed in these tables
Target sequence (Q6W5P4 whole entry, looked up): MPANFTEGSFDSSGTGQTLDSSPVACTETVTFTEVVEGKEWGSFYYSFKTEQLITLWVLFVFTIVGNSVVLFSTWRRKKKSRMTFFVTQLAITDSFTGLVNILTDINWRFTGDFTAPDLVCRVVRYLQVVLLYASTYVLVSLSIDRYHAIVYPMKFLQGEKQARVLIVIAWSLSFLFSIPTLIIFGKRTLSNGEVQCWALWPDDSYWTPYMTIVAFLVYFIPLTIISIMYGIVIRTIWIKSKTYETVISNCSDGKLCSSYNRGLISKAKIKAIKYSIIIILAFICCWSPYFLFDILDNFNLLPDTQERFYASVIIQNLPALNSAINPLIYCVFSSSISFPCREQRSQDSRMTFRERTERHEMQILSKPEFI
SMN2 splice up: increases expression of the SMN2 splice variant. HEK293 SMN2-luciferase splicing reporter, luminescence, 30-36 h. Potency, µM (titrated, usually from 46.1 µM), without a hit: at the highest dose activity change, positive = activation, actives largely listed as activators. 210,000 tested, 2.8% active. AID 1458; also: % of control where 0% means no effect; nearly all actives have a fitted effect of over 55% in size
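HEK293 cells carry an SMN2 minigene-luciferase reporter in which exon 7 inclusion puts luciferase in frame. Cells were seeded at 2000 cells/well, attached for 10-12 hours, then exposed to compounds for 30-36 hours at 37C before ONE-Glo luminescence.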
RECQ1 inh: blocks DNA unwinding by human RECQ1. P46063. RECQ1 DNA unwinding, red fluorescence kinetic read. Potency, µM (highest dose often 57.3 µM), inactives show at the top dose activity, negative = inhibition, hits mostly inhibitors. 240,000 tested, 0.54% active. AID 2549;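 also: plate controls were vehicle for no effect and no enzyme for full effect; nearly all actives have a fitted effect of over 30% in size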
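50 nM RECQ1T1 preincubated 15 min with compound in Tris pH 8.0 buffer with MgCl2, DTT, Tween-20 and 2.5 ug/ml poly(dI-dC); started with 200 nM TAMRA/BHQ-2 forked duplex and 2 mM ATP. Unwinding read as fluorescence (525/598 nm), two reads 2 h apart.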
IMPase Li cell: membrane-permeable IMPase blocker, potentiated with lithium | CHO-M1 cells, IP1 TR-FRET (IP-One), carbachol + lithium | Potency, µM (doses to about 59.4 µM), without a hit: at the top dose activity, negative = IMPase inhibition, hits mostly inhibitors | 210,000 tested, 0.35% active;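 also: IP1 builds up when IMPase is blocked and the TR-FRET signal falls; plate controls were basal vehicle for no effect and high inhibitor control for full effect; nearly all actives have a fitted effect of over 50% in size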
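Concentration–response in CHO-M1 cells, lithium-potentiated; 30 min at 37C. IP1 detected by competitive TR-FRET after 10 min lysis at RT. Hill-fitted AC50.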
Active calls of the source: *; i = inactive; ? = inconclusive; nt = no result given; & = joins results of further samples; [ ] = dose if it differs, or a comment. Unless noted, calls follow the shape of the dose curve; as a rule, active = well fitted curve in the direction sought with a large enough effect; inconclusive = small, poorly fitted or top-dose-only effect, or another doubt; inactive = no such curve, though single readings can be large; an effect the other way counts as inactive or inconclusive. Potency is read from the fitted curve at half-maximal effect. Not all compounds are listed, so the mix of outcomes need not match the whole.

SMILES | Luc counter | RGS12 GoLoco inh | JMJD2E inh | Epigenetic derep | NPSR antag | SMN2 splice up | RECQ1 inh | IMPase Li cell
CCC(CC)NC1CCCCC1OC (configuration not stated) | -2% | 2% | ? | 0.0% | 22% | 11% | -2% | -6%
C=CC(N)=O | nt | 2%&-4% | nt | nt | nt | -11%&-11% | -19%&-3% | 3%&-3%
O=C(c1ccccc1F)c1cn(Cc2ccc(F)cc2)c2ccccc12 | 1% | -4% | 4% | -3.2% | -52% | -30%[inhibitor] | -2% | 21%
CCOC(=O)C1=C(C)OC(N)=C(C(=O)OCC)[C@@]12C(=O)N(CC(N)=O)c1ccccc12 | -2% | 7% | 6% | 1.8% | -7%[46.1 µM] | ? | -10% | 3%[38.3 µM]
O=C(c1ccc(Cl)cc1)C1CCCN(Cc2ccc3nonc3c2)C1 (configuration not stated) | 6% | 0% | 5% | -2.4% | ? | nt | -1% | 20%
O=C1C2CCCN2C(c2ccncc2)N1c1ccc(Cl)c(Cl)c1 (configuration not stated) | nt | nt | ? | 0.0% | -14%[46.1 µM] | nt | -11% | nt
O=C(O)C(O)(c1ccc(-c2ccccc2)cc1)c1ccc(-c2ccccc2)cc1 | -4%[7.66 µM] | 4%[14.2 µM] | nt | nt | nt | -10%[9.22 µM] | nt | -3%
OC(CNC1CCCCC1)C(F)(F)F (configuration not stated) | -1% | 5% | 5% | 3.1% | 15% | -7% | i | 0%
C/C(=N\Nc1ccccc1)c1c(O)n(Cc2ccccc2)c(=O)[nH]c1=O | 0% | 3% | -5% | 0.0% | -32% | -41%[inhibitor] | 1% | 20%
CCOC(=O)C1=C(N)Oc2cc(C)oc(=O)c2C12C(=O)N1c3c(cccc32)C(C)=CC1(C)C (configuration not stated) | -5% | 0% | -2% | 0.0% | -18%[46.1 µM] | 3% | -5% | 5%[38.3 µM]
CCOC(=O)c1c(C)n(CCN2CCN(C)CC2)c2ccc(OC)cc12 | -1% | 0% | -7% | -1.0% | 6%[46.1 µM] | -4% | -1% | -5%[38.3 µM]
COc1cc(CC(C)N)c(OC)cc1I (configuration not stated) | -3% | 9% | 4% | -0.1% | -26%[46.1 µM] | -7% | -3% | 12%
O=C(NCC(c1cccnc1)N1CCN(c2ccccc2)CC1)Oc1ccccc1 (configuration not stated) | 1% | -1% | ? | 3.1% | -21% | -26% | i | 10%
CC(=O)[C@@]1(O)CC[C@H]2C3CCC4=CC(=O)CC[C@]4(C)C3CC[C@@]21C (some centres not stated) | -1% | 4% | 8% | -1.2% | -21%[46.1 µM] | -10% | i | 8%
O=C(CN1CCCC1=O)Nc1ccccc1 | 4% | 7% | 0% | -9.4% | -11%[46.1 µM] | 7% | -9% | -7%[38.3 µM]
Cc1nc2ccccc2c(=O)n1-c1ccc(F)cc1 | -3% | 4% | 5% | 0.9% | -8%[46.1 µM] | -23% | 0% | 6%[38.3 µM]
CCOC(=O)c1sc2ccccc2c1NC(=O)c1coc2ccccc2c1=O | -1% | 6% | 7% | -1.0% | -37% | ? | -10% | -2%
Fc1ccccc1CCNCc1ccccc1 | -1% | 5% | 8% | -2.0% | 12% | -6% | -1% | -2%
COc1ccccc1N1CCN(Cc2ccccc2F)CC1 | 3% | -4% | ? | 0.0% | -6%[46.1 µM] | 1% | -10% | 8%[38.3 µM]
CC12CCCCC1=NC(c1ccc(Br)cc1)N2O (configuration not stated) | -3% | -19% | 4% | 1.8% | -11%[46.1 µM] | -5% | i | -20%[38.3 µM]
Oc1cc(Cl)ccc1Cl | nt | 2% | nt | nt | nt | -2% | 4% | 7%
CC(C)CCn1c(N)c(C(=O)NCc2cccs2)c2nc3ccccc3nc21 | 2% | -7% | ? | ? | -17%[46.1 µM] | -12% | -12% | -2%[38.3 µM]
COP(=O)(OC)c1nc(-c2cccc3ccccc23)oc1N1CCCCC1 | -1% | -12% | ? | -0.1% | -25% | -20% | 0% | -6%
CC(Cc1ccccc1)NC(=O)CN1CCCC1=O (configuration not stated) | 2% | 0% | -1% | 3.1% | 7% | -3% | -2% | 0%
NC(=O)c1ccc(N=Cc2c(O)n(Cc3ccco3)c(=O)[nH]c2=O)cc1 | nt | 8% | ? | 0.7% | 15% | nt | ? | nt

Copied from the list:
For RECQ1 inh, `C=CC(N)=O` has -19%&-3%
For Luc counter, `O=C(O)C(O)(c1ccc(-c2ccccc2)cc1)c1ccc(-c2ccccc2)cc1` has -4%[7.66 µM]

Carrying on:
SMILES | Luc counter | RGS12 GoLoco inh | JMJD2E inh | Epigenetic derep | NPSR antag | SMN2 splice up | RECQ1 inh | IMPase Li cell
CCOC(=O)C1(CCOc2ccccc2)CCN(Cc2cnc(SC)nc2)CC1 | -1% | 0% | ? | 5.7% | -14% | nt | -4% | 15%
Cc1cccc(N2C(=O)NC(=O)/C(=C/c3cc4c(cc3[N+](=O)[O-])OCO4)C2=O)c1 | -3% | 0% | -7% | 0.9% | -24% | -2% | 0% | -2%
O=Cc1ccccc1 | nt | -31% | nt | nt | nt | 5% | -10% | 8%
S=C1CN=C(c2ccccc2)c2cc(Cl)ccc2N1 | 0% | 17% | 0% | -2.0% | 13µM* | -14% | -15% | -3%
C[C@H]1CC[C@@H]2N(C1)C[C@H]1[C@@H]3C[C@H]4[C@@H](CC(=O)[C@H]5C[C@@H](O)CC[C@@]54C)[C@@H]3CC[C@H]1[C@]2(C)O | nt | -1% | nt | 0.0% | nt | 1% | -3% | -22%
COC(=O)N1CCN(C(=O)Cc2ccc(Cl)c(Cl)c2)C(CN2CCCC2)C1 (configuration not stated) | -3% | 13%&10%&13% | -1%&7% | -0.2%&0.8%&-1.1% | ? | 2%&-3% | -10% | 10%&-1%
CCC1(CC)C(=O)NC(=O)NC1=O | 3%[39.9 µM] | 6% | nt | -1.6% | nt | nt | -2% | 0%
CCN(CC)CCCNC(=O)c1c(O)c2ccccc2n(Cc2ccccc2)c1=O | 0% | -7% | -26% | -0.9% | 5%[46.1 µM] | 2% | -2% | -5%[38.3 µM]
CC(C)=C[C@H]1[C@@H](C(=O)OCc2cc3c(cc2Cl)OCO3)C1(C)C | -3%[7.66 µM] | 4%[14.2 µM] | nt | nt | nt | -14%[9.22 µM] | nt | 10%
CCCCC#N | nt | 4% | nt | nt | nt | 0% | 11% | 22%
O=C(CNC(=O)c1ccccc1Cl)Nc1ccc(Br)cc1C(=O)c1ccccc1 | 3% | 96%[activator] | -7% | -1.1% | -24% | -30%[inhibitor] | -5% | 16%
CCN(CC)S(=O)(=O)c1ccc(NN=C(C#N)C#N)cc1 | -3% | 13% | 1% | -1.9% | -55% | nt | 13% | 23%
NCC(CC(=O)O)c1ccc(Cl)cc1 (configuration not stated) | 1% | -6%&10%&-12%&6%&8% | 1%&-1%&6% | 0.0%&-1.1%&0.0%&1.1%&-0.5% | -15%&-1%[46.1 µM] | -23%&-5%&4%&-1% | -15%&-3%&-4%&9% | 29%[38.3 µM]
Clc1ccc(OCC#CCN2CCOCC2)cc1 | 4% | -1% | ? | -3.1% | 9% | 22% | i | 3%
C[N+](C)(C)CC#CCOC(=O)Nc1cccc(Cl)c1 | -9% | 13%&-3% | 4% | 2.3%&4.2% | 2%[46.1 µM] | 23%&-7% | -12%&-6% | 26%&16%
CCn1c(C)nc2cc(S(=O)(=O)Nc3ccc(C)cc3)ccc21 | 0% | 21% | ? | 0.0% | 4% | -11% | i | 3%
CC1C(=O)OC2O[C@]3(C)CC[C@H]4C(C)CCC1[C@]24OO3 (some centres not stated) | -4% | 14% | 8% | 2.7% | nt | -6% | i | 6%
Clc1cccc(Cl)c1 | nt | -4% | nt | nt | nt | -13% | -11% | 14%
COc1ccc(OC)c(C2=NOC(C(=O)N3CCC4(CC3)OCCO4)C2)c1 (configuration not stated) | 1% | 0% | ? | -6.3% | -12%[46.1 µM] | 2% | -10% | 22%[38.3 µM]
NO | -4% | -15% | 1.4µM* | 0.0% | 14%[46.1 µM] | -5% | -9% | 9%
O=c1[nH]c(O)c(N=Nc2cccc(S(=O)(=O)N3CCOCC3)c2)c(=O)[nH]1 | 1% | -1% | -1% | -2.0% | -18% | -3% | i | 5%

Record cards, from the list above.
Profile of CC1C(=O)OC2O[C@]3(C)CC[C@H]4C(C)CCC1[C@]24OO3 (some centres not stated) → Luc counter = -4%; RGS12 GoLoco inh = 14%; JMJD2E inh = 8%; Epigenetic derep = 2.7%; NPSR antag = nt; SMN2 splice up = -6%; RECQ1 inh = i; IMPase Li cell = 6%
Profile of NO → Luc counter = -4%; RGS12 GoLoco inh = -15%; JMJD2E inh = 1.4µM*; Epigenetic derep = 0.0%; NPSR antag = 14%[46.1 µM]; SMN2 splice up = -5%; RECQ1 inh = -9%; IMPase Li cell = 9%

2 of these compounds in another layout:
S=C1CN=C(c2ccccc2)c2cc(Cl)ccc2N1
  Luc counter = 0%; RGS12 GoLoco inh = 17%; JMJD2E inh = 0%; Epigenetic derep = -2.0%; NPSR antag = 13µM*; SMN2 splice up = -14%; RECQ1 inh = -15%; IMPase Li cell = -3%

C[C@H]1CC[C@@H]2N(C1)C[C@H]1[C@@H]3C[C@H]4[C@@H](CC(=O)[C@H]5C[C@@H](O)CC[C@@]54C)[C@@H]3CC[C@H]1[C@]2(C)O
  Luc counter = nt; RGS12 GoLoco inh = -1%; JMJD2E inh = nt; Epigenetic derep = 0.0%; NPSR antag = nt; SMN2 splice up = 1%; RECQ1 inh = -3%; IMPase Li cell = -22%

High-throughput results as filed in PubChem BioAssay.
